# Compound activity (PubChem)
# Vif-APOBEC3F blk: blocks the Vif interaction with APOBEC3F; 390,000 compounds, 0.2% hits; HeLa A3F-eYFP + Vif (tagged APOBEC3F with the HIV-1 protein that degrades it), YFP fluorescence increase; Potency, µM (doses to about 46.1 µM), without a hit: at the highest dose activity, negative = active; note: potency is the fitted concentration of half-maximal effect; % of control where 0% means no effect; nearly all actives have a fitted effect of over 65% in size
#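 HeLa cells stably expressing A3F-eYFP plus Vif, plated and incubated overnight at 37 deg C, then exposed to compounds overnight at 37 deg C. Blocked degradation read as raised yellow fluorescence (Ex 488/Em 500-530).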
# ERG Ets-DNA blk: ERG Ets/DNA interaction inhibition; Potency, µM (titrated, usually from 76.9 µM), inactives show top-dose FP activity, negative = inhibition, usual class: inhibitors; 370,000 compounds, 0.028% hits; fluorescence polarization, His-ERG Ets domain / labelled DNA; AID 624246; active = well fitted inhibition curve with a large enough effect in the polarisation, with a control signal flat; inconclusive = small, poorly fitted or top-dose-only effect, or effect the other way, or a change in a side signal; inactive = no such curve, though single readings can be large or run the other way; the % refers to the polarisation;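 note: polarization taken with two DNA probes labelled with fluorescein and Texas red; potency is the fitted concentration of half-maximal effect; % of control where 0% means no effect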
# Target sequence (P11308 whole entry, looked up, the tested form may be a part): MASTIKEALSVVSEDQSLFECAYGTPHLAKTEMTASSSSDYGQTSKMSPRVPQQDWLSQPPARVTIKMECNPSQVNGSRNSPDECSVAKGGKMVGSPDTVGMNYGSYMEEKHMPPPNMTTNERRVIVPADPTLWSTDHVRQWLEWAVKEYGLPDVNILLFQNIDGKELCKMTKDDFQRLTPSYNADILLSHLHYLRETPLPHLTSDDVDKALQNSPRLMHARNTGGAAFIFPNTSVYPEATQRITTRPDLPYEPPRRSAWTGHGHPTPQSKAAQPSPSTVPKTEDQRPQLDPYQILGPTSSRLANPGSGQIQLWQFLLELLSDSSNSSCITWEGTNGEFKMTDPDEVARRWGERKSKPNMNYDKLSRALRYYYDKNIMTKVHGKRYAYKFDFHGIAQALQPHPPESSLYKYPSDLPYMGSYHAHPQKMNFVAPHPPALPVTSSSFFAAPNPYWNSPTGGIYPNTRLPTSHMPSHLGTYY
#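 His-tagged ERG Ets domain (1 uM in the protein solution; 300mM KCl, 50mM Tris-HCl, 1mM EDTA, 1mM DTT, pH 7.5) received compound, then a probe mix of 5 nM fluorescein-DNA and 100nM Texas-615-DNA. Fluorescence polarization was read for both dyes.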
# LDHA block: LDHA (human) enzyme inhibition | P00338 | purified LDHA, NADH/diaphorase-resazurin fluorescence; stronger effect = lower value | activity change, % (values are at about 110 or 230 µM) | 480,000 compounds, 0.15% hits | AID 1347041; in the data active = activity change below about -30%; inconclusive = mostly about -25% to -30%;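 note: plate controls were DMSO wells for no effect and wells without enzyme for full effect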
#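 LDH5 2 nM; NADH 0.06 mM, pyruvate 0.2 mM; 200 mM Tris pH 7.4, EDTA, Tween-20; 5 min RT. Detection: diaphorase 0.133 mg/mL + resazurin 37 µM, fluorescence ex540/em590 at 0 and 20 min; normalized to enzyme-free and DMSO wells.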
# Vif-APOBEC3G blk: Vif-A3G binding inhibition. Q9HC16. HeLa A3G-eYFP + Vif (tagged APOBEC3G with the HIV-1 protein that degrades it), YFP fluorescence, overnight. 410,000 compounds, 0.076% hits. Potency, µM (highest dose often 46.1 µM), without a hit: at the top dose activity, negative = active, hits mostly inhibitors;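 note: potency is the fitted concentration of half-maximal effect; % is set by controls: 0 for no effect and ±100 for the full control effect; nearly all actives have a fitted effect of over 60% in size; hits raise eYFP signal because A3G escapes Vif-driven loss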
#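 HeLa cells stably expressing Vif and C-terminally eYFP-tagged A3G, seeded overnight at 37 deg C, then exposed to compound by pintool overnight at 37 deg C. Rise in yellow fluorescence (Ex 488/Em 500-530, Acumen) marks blocked Vif-driven A3G degradation.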
# D2 antagonist: antagonists of human D2 dopamine receptor | 340,000 compounds, 2% hits | inhibition, % at 10 µM | P14416 | HEK293 TREx D2 cells, calcium flux, dopamine EC80; in the data active = inhibition above about 30%; note: 0% is about no effect
# Target sequence (P14416 whole entry, looked up): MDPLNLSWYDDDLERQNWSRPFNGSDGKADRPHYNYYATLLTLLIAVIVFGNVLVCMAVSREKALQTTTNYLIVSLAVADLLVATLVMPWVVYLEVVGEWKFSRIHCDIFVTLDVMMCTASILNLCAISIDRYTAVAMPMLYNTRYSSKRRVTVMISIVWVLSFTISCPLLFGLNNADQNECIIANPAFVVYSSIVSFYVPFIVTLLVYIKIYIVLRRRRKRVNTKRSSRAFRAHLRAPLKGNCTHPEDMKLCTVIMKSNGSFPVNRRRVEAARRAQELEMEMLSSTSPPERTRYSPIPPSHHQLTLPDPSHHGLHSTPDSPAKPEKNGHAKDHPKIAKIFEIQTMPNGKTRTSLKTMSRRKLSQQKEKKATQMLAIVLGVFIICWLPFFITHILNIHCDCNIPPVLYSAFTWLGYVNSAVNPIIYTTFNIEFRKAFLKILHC
#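 HEK293 T-REx D2 cells, tet-induced, calcium dye no-wash. Cpd pintool add, 180 s kinetic, then EC80 DA, 180 s kinetic. Ca flux read.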
# GRP78 ERSR act: induces the endoplasmic reticulum stress response in human glioma cells | AID 602332 | 420,000 compounds, 0.02% hits | U87-MG GRP78 promoter luciferase reporter, 16 h | Potency, µM, inactives show top-dose activation, actives largely listed as activators; note: potency is the fitted concentration of half-maximal effect; series mostly up to about 76 µM; % of control where 0% means no effect; nearly all actives have a fitted effect of over 35% in size
#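 ERSR induction read as luciferase luminescence (Bright-Glo, 10 min at room temperature) in stably transfected human U87-MG glioma cells exposed to compounds for 16 h, using GRP78 as sensor.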
# ALOX12 inh: ALOX12 (human) lipoxygenase inhibition | P18054 | purified 12hLO, xylenol orange hydroperoxide absorbance | Potency, µM (doses to about 108 µM), for inactives: at the top dose activity change, negative = inhibition, most hits filed as inhibitors | 580,000 compounds, 1.1% hits; note: potency is the fitted concentration of half-maximal effect; % is set by controls: 0 for no effect and ±100 for the full control effect
#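 Purified human 12hLO at 150 nM in 25 mM Hepes, 0.01% Triton X-100, pH 7.0, preincubated 15 min at room temperature with compound. Reaction started with 40 uM arachidonic acid, 30 min at room temperature. Hydroperoxide measured by Fe-xylenol orange, 573/405 nm absorbance ratio.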
# RGS4 inhibitor: blocks human RGS4-accelerated GTP hydrolysis. P49798. Transcreener GDP fluorescence polarization, RGS4-accelerated GTP hydrolysis. Potency, µM (highest dose often 114 µM), for the others: at the top dose activity change, negative = inhibition, hits mostly inhibitors. 390,000 compounds, 0.039% hits; note: potency is the fitted concentration of half-maximal effect; % is set by controls: 0 for no effect and ±100 for the full control effect; nearly all actives have a fitted effect of over 75% in size; some results filed as inactive show a strong effect at the top dose
#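 MLSMR compounds (23 nl, pin-transferred) preincubated 10 min at room temperature with a 500nM (2x) first reagent, then RGS4 at 900nM (2x) plus Transcreener GDP mix added; fluorescence polarization (620/688 nm) read before and after 90 min at 30 °C.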
# D2 ag: D2 dopamine receptor (human) agonism | HEK293 T-REx D2 cells, calcium flux agonist mode | activation, % at 2 µM | 340,000 compounds, 0.53% hits | AID 485358;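 active = activation over 3 SD above normal in the single-dose calcium agonist read, cut at about 30% in these data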; note: 0% is about no effect
#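 HEK293 Trex D2 cells, tetracycline-induced, o/n 30 C 5% CO2; no-wash Ca dye, RT 30–90 min; 10-cycle baseline, 23 nl cpd added, kinetic Ca read 180 s; agonist hits = positive Ca response.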
# Numbers without * were called inactive; ? = inconclusive; · = no result given; & = joins results of further samples; [ ] = remark or other dose. Unless noted, calls come from the whole dose curve; as a rule, active = well fitted curve in the direction sought with a large enough effect; inconclusive = small, poorly fitted or top-dose-only effect, or another doubt; inactive = no such curve, though single readings can be large; an effect the other way counts as inactive or inconclusive. Some of the compounds tested; count on the stated rates, not on these rows.
no.	Compound	Vif-APOBEC3F blk	ERG Ets-DNA blk	LDHA block	Vif-APOBEC3G blk	D2 antagonist
1	S=c1[nH]nc(-c2ccncc2)n1Cc1ccco1	-9%	-6%	-15	4%	-1
2	CCOc1ccc2nc(SCC(=O)NCc3ccccc3)[nH]c2c1	-2%	7%	-2	0%	8
3	CCOc1ccc(S(=O)(=O)N(C)c2ccc(OCC(=O)NCC3CCCCC3)cc2)cc1	5%	-5%	-6	-1%	·
4	O=C(COc1ccc(Br)cc1CO)Nc1ccc(S(=O)(=O)N2CCCCC2)cc1	-1%	5%	2	-8%	7
5	O=C1/C(=C\c2cccnc2)SC(=S)N1C1CCS(=O)(=O)C1 (centres undefined)	-3%	33%[activator]	11	-7%	·
6	CCc1cc(=O)oc2cc(OCC(=O)NCCCn3ccnc3)c(Cl)cc12	0%	-2%	-7&3	4%	-4
7	O=C(NNC(=O)c1ccc(NC(=O)c2ccccc2)cc1)Nc1ccccc1	3%	1%	-16	0%	3
8	COc1ccc(OC)c2[nH]c(=O)c(CCNC(=O)CC(C)C)cc12	5%	1%	4	0%	-17
9	CCCNC(=S)N1CCC(C(=O)c2ccc(OC)cc2)CC1	-17%	-9%	-2	3%	-14
10	O=c1[nH]c2cc3c(cc2cc1CN(Cc1nnnn1CC1CCCO1)C1CCCCC1)OCO3 (centres undefined)	5%	-4%	3	1%	-13
11	Cc1cc(NC(=O)COC(=O)CCS(=O)(=O)c2ccc(Cl)cc2)no1	11%	-4%	-3	-5%	-11
12	CN(C)S(=O)(=O)c1cc(NC(=O)COC(=O)C2CSC3(C)CCC(=O)N23)ccc1Cl (centres undefined)	-20%	1%	-6	1%	-10
13	Cn1c(/N=C/c2ccc3c(c2)OCO3)nc2ccccc21	-8%	·	-6	1%	4
14	Cc1ccccc1CC1(CO)CCCN(Cc2ccc3c(c2)OCCO3)C1 (centres undefined)	4%	-3%	-4	0%	5
15	CCOC(=O)Cn1nnnc1C(C(C)C)N(Cc1cccs1)Cc1cc2cc(C)ccc2[nH]c1=O (centres undefined)	-3%	2%	0	-5%	7

no.	GRP78 ERSR act	ALOX12 inh	RGS4 inhibitor	D2 ag
1	-1%	?	-7%	0.3
2	0%	-8%	-8%	0.6
3	-4%	0%	8%	·
4	-8%	0%	-12%	0.6
5	-6%	24%	-53%	·
6	2%	5%&19%	22%	-0.1
7	-3%	-15%	-28%	0.4
8	-1%	-12%	6%[11.4 µM]	-1.7
9	4%	-10%	-45%	-0.3
10	-6%	-14%	7%[11.4 µM]	-0.2
11	-5%	50%[activator]	-7%	0.3
12	-5%	-15%	2%	-1.0
13	-1%	7%[57.4 µM]	15%	0.6
14	1%	-3%	22%	0.6
15	-3%	-13%	11%	0.6

# The list continues:
no.	Compound	Vif-APOBEC3F blk	ERG Ets-DNA blk	LDHA block	Vif-APOBEC3G blk	D2 antagonist
16	CCc1noc(C)c1C(=O)Nc1cccc(S(=O)(=O)N(C)c2ccccc2)c1	4%	-2%	-1	-3%	10
17	CCc1ccc(C=NC23CN4CN(CN(C4)C2)C3)s1	0%	-9%	3	0%	-1
18	Cc1cccc(Nc2nc(N)c([N+](=O)[O-])c(N3CCCC(C)C3)n2)c1 (centres undefined)	-6%	-6%	1	-10%	13
19	Cc1ccc(NC(=O)C2CCCN(C3=NS(=O)(=O)c4ccccc43)C2)c(O)c1 (centres undefined)	-23%	8%	2	-15%	9
20	CN(C)CCCn1c(NCc2ccc3c(c2)OCO3)nc2ccccc21	-4%	4%	10	3%	-7
21	O=C(/C=C/c1ccccc1)OCC(=O)N1CCCC1	-1%	-4%	-2	8%	·
22	CCCCn1c(N)c(N(CCC(C)C)C(=O)C2=NN(c3ccccc3)C(=O)CC2)c(=O)[nH]c1=O	-5%	-12%	-5	-2%	-5
23	Cc1cc(N2CCOCC2)nc(SCC(=O)OCc2ccccc2)n1	1%	4%	-2	-2%	-34
24	Cc1ccc(S(=O)(=O)CCC(=O)Nc2nnc(-c3ccc(F)cc3)o2)cc1	-6%	5%	-2	-18%	5
25	Cn1c(=O)c(C(=O)CCl)c(N)n(CC2CC2)c1=O	8%	-8%	-1	0%	·
26	O=C(Nc1cccc(S(=O)(=O)N2CCOCC2)c1)c1cn(-c2ccccc2)nc1-c1ccc(F)cc1	0%	10%	-8	2%	-4
27	C#CCOc1ccc(CNC[C@H]2O[C@@H](n3ccc(N)nc3=O)[C@H](O)[C@@H]2O)cc1	-11%	·	-9	-1%	·
28	COc1ccc2[nH]c(=O)cc(C(=O)O)c2c1	-3%	-8%	-1	1%	-11
29	Cc1ccc(S(=O)(=O)NNC(=O)c2cnn(-c3ccc(Cl)cc3)c2C(F)(F)F)cc1	3%	-8%	-4	-5%	-6
30	O=C(COc1ccc(Cl)cc1Cl)NNC(=S)NCc1ccco1	-14%	-2%	-3	-1%	-19

no.	GRP78 ERSR act	ALOX12 inh	RGS4 inhibitor	D2 ag
16	-4%	-20%	-11%	-0.1
17	-2%	29%	7%	-0.6
18	15%	-37%	10%	0.7
19	-3%	?	-2%	0.1
20	-1%	-13%	-24%	0.7
21	0%	8%	-18%	·
22	-4%	15%	9%	0.3
23	-4%	-2%	22%	0.1
24	-5%	-3%	2%	0.1
25	-4%	·	8%	·
26	0%	-2%	19%	1.0
27	-2%	10%	·	·
28	-4%	2%	6%	0.6
29	-4%	0%	5%	-2.6
30	4%	45µM*	1%	-1.0

# Molecules listed so far that have two or more sulfur atoms:
no.	Compound	Vif-APOBEC3F blk	ERG Ets-DNA blk	LDHA block	Vif-APOBEC3G blk	D2 antagonist
5	O=C1/C(=C\c2cccnc2)SC(=S)N1C1CCS(=O)(=O)C1 (centres undefined)	-3%	33%[activator]	11	-7%	·
12	CN(C)S(=O)(=O)c1cc(NC(=O)COC(=O)C2CSC3(C)CCC(=O)N23)ccc1Cl (centres undefined)	-20%	1%	-6	1%	-10

no.	GRP78 ERSR act	ALOX12 inh	RGS4 inhibitor	D2 ag
5	-6%	24%	-53%	·
12	-5%	-15%	2%	-1.0

# Further entries.
no.	Compound	Vif-APOBEC3F blk	ERG Ets-DNA blk	LDHA block	Vif-APOBEC3G blk	D2 antagonist
31	CCOC(=O)/C=C/C(=O)NNC(=O)c1ccccc1Cl	-3%	1%	-4	-13%	·
32	COc1ccccc1/C=N/NC(=O)C(=O)NCc1cccnc1	-6%	-14%	-3	-1%	-11
33	Cc1cccc(NC(=O)C2SC(=Nc3c(C)cccc3C)C(C(=O)N3CCOCC3)=C2N)c1 (centres undefined)	?	17%	7	2%	-3
34	CC(=O)OCC1=C(C(=O)O)N2C(=O)C(NC(=O)CCn3nc(C(F)(F)F)c(Br)c3C3CC3)C2SC1 (centres undefined)	-3%	-1%	-4	2%	3
35	CCn1c(SCC(=O)OCC(=O)N2c3ccccc3NC(=O)C2(C)C)nnc1-c1ccco1	0%	-2%	-5	4%	-2
36	COc1ccc(S(=O)(=O)N2CCN(CC(=O)Nc3ccc(Cl)c(C(F)(F)F)c3)CC2)cc1	1%	1%	0	6%	·
37	CSCCC(NC(=O)c1cc(CC(C)C)oc1C)C(=O)O (centres undefined)	8%	-1%	-1	2%	-1
38	CC(C)N1CCc2[nH]c(=S)[nH]c(=O)c2C1	-6%	·	8	1%	-2
39	CSCC[C@H](NC(=O)Nc1cccc(Br)c1)C(=O)O	-27%	13%	-11	-1%	6
40	Cn1c(=O)n(C)c2cc(NC(=O)CCc3ccccc3)c(Br)cc21	-17%	12%	1	5%	9
41	CCCCOc1ccc(C(=O)Nc2cc(C)c(OCC(=O)N3CCOCC3)c(C)c2)cc1	0%	-12%	-3	5%	-12
42	Fc1ccccc1N1CCN(C(c2cccs2)c2nnnn2CCc2ccccc2)CC1 (centres undefined)	-3%	-3%	4	4%	-12
43	COc1cccc(NC(=O)CSc2nnnn2C(C)C)c1	2%	-3%	4	1%	-25
44	O=S(N1CCCCC1)C12CC3CC(CC(C3)C1)C2 (centres undefined)	0%	8%	0	3%	14
45	CCCCOc1ccc(OCCNS(=O)(=O)N(C)C)cc1	-7%	·	0	-3%	-20
46	O=C(CSc1nnc2c(Cl)cc(C(F)(F)F)cn12)NCc1ccc(F)cc1	10%	·	-2	1%	-22

no.	GRP78 ERSR act	ALOX12 inh	RGS4 inhibitor	D2 ag
31	-5%	8%	16%[11.4 µM]	·
32	-1%	-8%	1%	-0.5
33	-1%	-14%	-31%	-0.1
34	-4%	35µM*	-31%	-0.3
35	-2%	14%	-3%	0.7
36	-2%	?	-3%	0.7
37	10%	?	-5%	0.6
38	-3%	?	?	-1.6
39	-2%	?	-3%	0.2
40	-4%	4%	-1%	0.5
41	-2%	-6%	-17%	1.3
42	-4%	-14%	-17%	4.9
43	3%	-8%	-8%[11.4 µM]	0.2
44	1%	-8%	-9%	-1.0
45	8%	-7%	6%	-0.3
46	-3%	-1%	-12%	0.8
